RAD54 inh = inhibitors of human RAD54 branch migration, primary screen, biochemical, fluorescence, single point; inhibition, % at 10.4 µM; AID 602329, 2012; RAD54 Holliday junction branch migration, FAM/BHQ fluorescence; 360,000 tested, 0.14% active; DNA repair and recombination protein RAD54-like (Homo sapiens), Q92698;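 active = mean normalized replicate activity at least 40 and at least half of replicates scoring 40 or more; inconclusive = only one of the two criteria met; inactive = mean below 40 and under half of replicates reaching 40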;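 also: 0% = median of neutral control wells and 100% = median of positive control wells; inhibitors cause a drop in the FAM fluorescence signal; in these data hits start at about 50%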
INS-1E GSIS act = GLuc luminescence reporter in INS-1E cells, primary screen for activators of glucose-dependent secretion of insulin; INS-1E GLuc reporter insulin secretion, 2-3 h; activation, % at 16.6 µM; 370,000 tested, 0.61% active;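 active = lowest replicate activation of at least 40%, so every replicate reaches that level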;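 also: 0% = median of neutral control wells and 100% = median of IBMX positive control wells; some compounds called inactive have numbers as strong as hits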
CASP6 VEID inh = human caspase-6 inhibitors, primary screen, biochemical, VEID-R110 fluorescence, single point, set 2; P55212; purified caspase-6, Z-VEID-R110 cleavage fluorescence; inhibition, % at 12.5 µM; 350,000 tested, 0.53% active;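 active = mean inhibition across replicates at least about 35%, with every replicate also reaching that limit, limit read from the data; inconclusive = only one of the two criteria met; inactive = neither criterion met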;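 also: 0% = median of neutral control wells and 100% = no fluorescence left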
F508del corr = F508del CFTR correction, initial screen, CFBE line, single point; 350,000 tested, 0.36% active; CFBE cells, YFP halide quenching; stimulated with forskolin plus potentiator P3; % fluorescence drop versus neutral controls; activity (quench increase), % at 7.58 µM;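 active = mean added fluorescence quench of at least 8% versus neutral control, with both replicates also reaching 8%; inconclusive = only one of the mean or replicate conditions met; inactive = mean below 8% and not both replicates reaching 8%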;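 also: cells transiently co-express mutant CFTR-F508del with the halide-sensitive YFP; corrector assay measuring rescue of mutant channel to the surface after 24 h compound exposure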
Xi reactivation = activators of inactive X chromosome reactivation, primary screen, imaging, XiGFP fibroblasts, GFP high-content imaging, set 2; XiGFP mouse fibroblasts, % GFP-positive cells imaging, 3 d; cells co-treated with 5-aza-dC sensitizer; scaled so ellipticine positive control = 100%; AID 743238, 2013; 360,000 tested, 0.055% active; activation, % at 7.58 µM;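 active = mean normalized replicate activation at least 10% and every replicate at or above 10%; inconclusive = only one of the two criteria met; inactive = mean below 10% and not all replicates reach 10%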;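 also: 0% = median of on-plate neutral control wells and 100% = ellipticine 6 µM median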
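System: 68-5-11 XiGFP fibroblast line | Buffer or medium: DMEM containing 5-aza-dC | Compound: Single point | Times: Compounds 3 days, fix/stain 15 min at room temperature | Benchmarks: Positive control ellipticine, 6 µM final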
RAD52 inh = RAD52 DNA annealing inhibitors, primary screen, biochemical, FRET, single point, set 2; DNA repair protein RAD52 homolog (Homo sapiens), P43351; recombinant RAD52 DNA annealing, FRET fluorescence; inhibition, % at 18.7 µM; 360,000 tested, 0.46% active; AID 651710, 2012;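 active = every replicate showing at least 50% inhibition; inconclusive = mean inhibition at least 50% but not in every replicate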
Target sequence (P43351 whole entry, looked up): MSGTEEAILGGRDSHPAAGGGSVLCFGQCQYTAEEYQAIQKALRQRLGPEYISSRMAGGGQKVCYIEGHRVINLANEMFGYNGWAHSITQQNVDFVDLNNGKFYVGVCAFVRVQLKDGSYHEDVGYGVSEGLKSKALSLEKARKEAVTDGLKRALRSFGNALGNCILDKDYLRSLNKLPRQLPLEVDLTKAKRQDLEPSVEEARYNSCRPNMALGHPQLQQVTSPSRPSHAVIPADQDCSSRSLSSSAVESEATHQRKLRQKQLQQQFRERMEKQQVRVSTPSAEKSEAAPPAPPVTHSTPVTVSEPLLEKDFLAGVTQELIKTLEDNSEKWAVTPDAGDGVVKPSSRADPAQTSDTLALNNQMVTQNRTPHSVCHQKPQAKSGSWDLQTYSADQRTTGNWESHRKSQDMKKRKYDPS
DENV2 CPE rescue = inhibitors of DENV2 cytopathic effect, primary screen, cell-based, plate reader, single concentration. DENV2-infected cells, cytopathic effect rescue. CPE inhibition, % at 9.99 µM. 350,000 tested, 1.7% active. AID 651640, 2012; in the data active = CPE inhibition above about 20%, passing the limit was not always enough; inconclusive = no clear call, values can overlap the other calls; tested in BHK-21 cells;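 also: 0% = median of neutral control wells and 100% = median of positive control wells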
E-selectin induc = E-selectin induction in HUVECs, primary screen, imaging, HUVEC, immunofluorescence imaging, single point; normalized: neutral wells 0, TNF-alpha wells 100; activation, % at 7.58 µM; 260,000 tested, 0.37% active; AID 686992, 2013;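 active = mean E-selectin-positive cell signal at least 10% of the positive control, reached in at least 60% of replicates, without over 20% cell loss; inconclusive = no rule given, readout overlaps actives, possibly toxicity-flagged; inactive = the rest, including those meeting only one limit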;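 also: in these data hits start at about 27%; measured in HUVEC primary endothelial cells; signal is the percent of cells scored E-selectin positive by PE staining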
Target sequence (P16581 whole entry, looked up): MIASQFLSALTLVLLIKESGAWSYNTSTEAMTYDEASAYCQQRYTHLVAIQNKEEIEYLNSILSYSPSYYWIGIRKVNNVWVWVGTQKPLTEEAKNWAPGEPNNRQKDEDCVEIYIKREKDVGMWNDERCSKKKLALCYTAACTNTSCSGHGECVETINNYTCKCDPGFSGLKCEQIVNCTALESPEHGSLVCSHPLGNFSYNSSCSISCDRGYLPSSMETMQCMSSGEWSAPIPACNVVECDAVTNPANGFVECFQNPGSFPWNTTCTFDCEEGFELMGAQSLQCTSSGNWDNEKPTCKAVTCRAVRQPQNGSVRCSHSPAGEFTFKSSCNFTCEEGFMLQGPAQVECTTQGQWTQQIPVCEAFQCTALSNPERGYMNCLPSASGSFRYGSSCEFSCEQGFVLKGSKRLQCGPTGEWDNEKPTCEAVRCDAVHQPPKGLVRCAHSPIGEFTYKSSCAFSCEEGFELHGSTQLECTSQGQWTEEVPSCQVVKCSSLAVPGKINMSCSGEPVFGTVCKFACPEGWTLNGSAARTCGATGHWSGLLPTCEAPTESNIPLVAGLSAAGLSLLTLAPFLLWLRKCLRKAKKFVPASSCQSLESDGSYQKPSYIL
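Assay system: HUVEC, human umbilical vein endothelial cells / Amount: 3,000 HUVEC/well / Controls: TNF-alpha positive control, DMSO neutral control / Compound dosing: single concentration / Medium: EGM-2 over gelatin coat / Evaluation: percent E-selectin-positive cells / Signal: immunofluorescence imaging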
The depositor's hits bear a star; ? = inconclusive; / = not tested or not shown; & = joins results of further samples.

canonical_smiles,RAD54 inh,INS-1E GSIS act,CASP6 VEID inh,F508del corr,Xi reactivation,RAD52 inh,DENV2 CPE rescue,E-selectin induc
COC(=O)C1=C(C)N(c2ccc(OC)cc2)C(C)=C(C(=O)OC)C1c1ccc(OC)cc1,-8,-6,-1,-2.0,0.0,-11,-3,/
O=C(c1cccnc1)N1C[C@H]2[C@@H](c3ccccc31)[C@@H](CO)N2Cc1ccc2c(c1)OCO2,-9,-1,0,3.8,0.3,-2,26*,0.6
COC(=O)c1cccc(NC(=O)C2CCCN2C(=O)c2cccs2)c1 (stereo not drawn),1,4,0,-1.7,0.2,-6,?,/
Cc1cc(/C=N/n2cnnc2)c(C)n1-c1ccc(OCc2ccccc2F)cc1,4,-13,-1,-1.4,/,-59,11,/
COc1ccc2c(c1)[C@@]1(OCCC=C[C@H]1C)C(=O)N2C/C=C(\C)CCC=C(C)C,/,-22,2,-1.3,0.7,-1,-1,-0.4
CCN(CC(=O)Nc1ccccc1C(F)(F)F)C(=O)c1ccc(NC(=O)c2cccs2)cc1,10,-22,-2,-0.3,0.1,-145,5,2.9
Cc1ccc(Cl)cc1NC(=O)C1CCCCC1C(=O)O (stereo not drawn),/,8,1,/,0.0,-21,3,/
CCC(=O)N(C)C[C@H]1Oc2cc(C#Cc3ccccn3)ccc2S(=O)(=O)N([C@@H](C)CO)C[C@H]1C,5,-1,3,-0.6,0.1,-16,-1,-0.1
CCCOc1nc2c(c(=O)n(C)c(=O)n2C)n1C,-11,6,-1,-1.9,-0.1,0,6,-0.1
C/C(=N/NS(=O)(=O)c1ccc(C)c(C)c1)c1c[nH]c2ccccc12,3,-8,-3,-1.8,0.1,-4,?,-0.1
Cc1ccc(-c2c[n+](Cc3ccc(Cl)cc3)c3n2CCC3)cc1,/,/,-1,0.3,0.1,-11,-5,/
CCOC(=O)CNC(=S)N(Cc1ccco1)Cc1ccccc1Cl,-2,-18,-1,0.2,0.0,-43,-6,0.3
CN(C)CC(=O)N[C@H]1CC[C@@H](CCn2cc(CN(C)C)nn2)O[C@H]1CO,-1,4&7,4,2.0,0.2&-0.1,-4,-11,-1.4&-0.3
CC(=O)Oc1cc(C(=O)OCC(=O)N2CCc3ccccc3C2)cc(OC(C)=O)c1OC(C)=O,-2,3,31,4.5,-0.1,-6,?,1.2
O=C1C=C(c2c(O)ccc3ccccc23)c2ccccc2C1=O,/,41*,22,-2.6,0.4,-5,-2,-0.2
CCOc1ccc(C(C(=O)NCC2CCCO2)N(C(=O)c2snc(C(N)=O)c2N)c2ccc(F)cc2)cc1 (stereo not drawn),16,-6,0,-3.1,0.0,-5,-7,-0.1
CC(C)CC#Cc1ccc2c(c1)O[C@@H](CN(C)C(=O)CC1CC1)[C@H](C)CN([C@H](C)CO)S2(=O)=O,3,-27,/,-2.2,1.0,11,3,0.2
Cc1ccc(N2C(=O)C(NC(=O)c3ccccc3F)(C(F)(F)F)C3=C2CC(C)(C)CC3=O)cc1 (stereo not drawn),-2,-12,-1,-1.5,0.0,-12,-8,-0.8
Cn1nc(C(C)(C)C)cc1N1C(=O)CCC1(C)C(=O)NC1CCCCC1 (stereo not drawn),2,-5,3,-1.3,0.2,2,2,-0.1
Cc1cc(NC(=O)c2ccc(Cl)c(S(=O)(=O)N3CCCCC3)c2)no1,10,6,0,-2.9,-0.1,-6,-9,-0.6
Cc1ccc(NC(=O)CN2C(=O)S/C(=C\c3ccc(-c4cccc(C(=O)O)c4C)o3)C2=O)cc1C,/,-20,/,2.1,0.0,-128,14,-1.3
C[C@@H]1CN([C@H](C)CO)S(=O)(=O)c2ccc(C#Cc3ccncc3)cc2O[C@H]1CN(C)C,-10,23,-1,-1.3,0.0,17,?,0.3
COc1ccccc1S(=O)(=O)N[C@H]1CC[C@H](CCNC(=O)C2CC2)O[C@@H]1CO,5,4,4,1.2,0.1,-4,-1,-0.3
CN1CCc2c(sc(NC(=O)C3COc4ccccc4O3)c2C(N)=O)C1 (stereo not drawn),-1,8,0,-4.5,0.1,-21,-5,-1.5
CN1c2ccc(-c3cccc(C#N)c3)cc2[C@@H]2[C@@H](CCN2S(=O)(=O)c2cccc(F)c2)[C@@H]1CO,2,-6,/,-0.1,0.2,/,73*,0.5
O=C(CCN1CCN(c2ccccc2)CC1)N/N=C/c1ccccc1OC(F)F,/,-15,3,0.7,0.0,-4,13,/
Cc1ccccc1S(=O)(=O)N1CCCCN2[C@H](CO)[C@H](c3ccc(-c4cccnc4)cc3)[C@@H]2C1,-21,-12,0,1.6,-0.1,10,14,-0.9
C[C@@H]1CN([C@H](C)CO)C(=O)c2cc(NS(=O)(=O)c3ccc(F)cc3)ccc2O[C@H]1CN(C)Cc1ccc(Cl)c(Cl)c1,15,-29,5,0.7,-0.1,-9,-9,-0.2
CCCc1cc(=O)[nH]c(SCC(=O)N2C(C)CCCC2C)n1 (stereo not drawn),-4,7,-1,0.2,0.0,-6,-2,/
CSc1nc2ccc(NC(=O)c3cc4ccccc4o3)cc2s1,/,13,-1,-0.6,0.0,-11,7,-1.3

Sorted by count of non-hydrogen atoms (smallest number first): 4 of the compounds above.
canonical_smiles,RAD54 inh,INS-1E GSIS act,CASP6 VEID inh,F508del corr,Xi reactivation,RAD52 inh,DENV2 CPE rescue,E-selectin induc
Cc1cc(NC(=O)c2ccc(Cl)c(S(=O)(=O)N3CCCCC3)c2)no1,10,6,0,-2.9,-0.1,-6,-9,-0.6
CN1CCc2c(sc(NC(=O)C3COc4ccccc4O3)c2C(N)=O)C1 (stereo not drawn),-1,8,0,-4.5,0.1,-21,-5,-1.5
O=C(c1cccnc1)N1C[C@H]2[C@@H](c3ccccc31)[C@@H](CO)N2Cc1ccc2c(c1)OCO2,-9,-1,0,3.8,0.3,-2,26*,0.6
CC(=O)Oc1cc(C(=O)OCC(=O)N2CCc3ccccc3C2)cc(OC(C)=O)c1OC(C)=O,-2,3,31,4.5,-0.1,-6,?,1.2

Other structures follow:
canonical_smiles,RAD54 inh,INS-1E GSIS act,CASP6 VEID inh,F508del corr,Xi reactivation,RAD52 inh,DENV2 CPE rescue,E-selectin induc
CCOC(=O)c1sc(N)c(C(=O)Nc2ccccc2OC)c1C,/,13,-2,?,1.2,-11,4,3.8
COc1ccc(N2C(=O)c3n[nH]c(C(C)C)c3C2c2ccc(C)cc2)cc1 (stereo not drawn),/,/,3,-0.5,0.8,11,-1,-0.4
Cn1nnnc1SCC(=O)NC(=O)c1cccc([N+](=O)[O-])c1,/,3,3,0.6,0.2,-7,/,-0.3
Nc1nccc(-c2cc(-c3ccc(Cl)cc3Cl)no2)n1,1,0,-7,0.4,0.1,-13,18,/
CNC(=S)N(CCc1ccc(S(N)(=O)=O)cc1)C1CC(=O)N(c2ccccc2F)C1=O (stereo not drawn),0,-3,1,5.3,0.0,-14,-5,/
CCCCN(C(=O)C1COc2ccccc2O1)c1c(N)n(CCC)c(=O)[nH]c1=O (stereo not drawn),6,14,19,1.4,0.1,-8,1,3.5
Cc1cccc(/C=C2/Sc3ccc(C(=O)NCCN4CCCC4)cc3NC2=O)c1,/,-6,-76,1.6,0.2,46,-5,/
COC(=O)C[C@H]1C[C@@H]2c3cc(NS(=O)(=O)c4ccc(F)cc4)ccc3O[C@@H]2[C@@H](CO)O1,-3,-4,2,0.6,0.1,11,9,-0.6
C[C@@H]1CN([C@@H](C)CO)C(=O)c2cccc(NS(=O)(=O)c3ccc(Cl)cc3)c2O[C@@H]1CN(C)Cc1ccc2c(c1)OCO2,4,-15,1,0.6,0.1,12,-8,3.4
C[C@@H]1CN([C@@H](C)CO)C(=O)c2cc(NC(=O)CCN3CCOCC3)ccc2O[C@H]1CN(C)C(=O)Nc1ccc(F)cc1,4,-2,1,1.2,0.0,2,10,0.3
Cc1cccc(CNC(=O)C2CCC(=O)N(CCc3cccc(F)c3)C2)n1 (stereo not drawn),-14,-4,0,-3.2,0.0,-13,1,0.9
CC1=C(C(=O)N(C(C)C)C(C)C)CC(CC(=O)NCCCN(C)C)C(=O)N1Cc1ccc(C(C)(C)C)cc1 (stereo not drawn),6,-3,13,-1.4,/,34,2,1.0
N#C[C@@H]1[C@H](c2ccccc2-c2ccccc2)[C@@H](CO)N1C(=O)Cc1ccncc1,/,-10,-2,0.0,0.2,2,-2,0.1
COc1cccc(-c2cnc3c(NC(C)=O)cc(-c4cccc(NC(C)=O)c4)cn23)c1,-5,-2,-2,-0.4,0.0,-137,-8,0.0
CCc1cc[n+](C(C(=S)Nc2cccc(C)c2)=C([O-])c2ccc(C)c([N+](=O)[O-])c2)cc1,-9,-1,-4,-0.5,0.0,-10,-1,-0.2
O=C(c1ccccc1F)N1CC(=O)N2[C@H](CO)[C@H](c3ccc(-c4cccnc4)cc3)[C@H]2C1,/,28,-1,2.2,0.2,-19,8,-0.2
CC1(C(=O)NC2CCN(Cc3ccccc3)CC2)CCN1Cc1ccc2ccccc2c1 (stereo not drawn),0,-18,-14,-0.9,-0.1,-33,-1,-0.2
Cc1cccc(NC(=S)N/N=C/c2cccc(O)c2)c1C,-11,-16,1,11*,-0.2,3,1,0.4
Cc1ccn2c(=O)nc(SCC(=O)OCc3ccccc3)nc2c1,4,4,0,-0.9,0.1,-66,1,/
Cc1ccc(N=C(N)N=C(N)N)c(C)c1,-3,3,-1,2.8,0.1,0,12,/

Assay outcomes deposited in PubChem BioAssay by Broad Institute.
